Screening results (PubChem)
MrgX1 allo act: positive allosteric modulators of MrgX1, primary screen, HEK293 cells, Fluo-4 calcium flux; B-score at 10 µM; Mas-related G-protein coupled receptor member X1 (Homo sapiens), Q96LB2; FDSS; hits give high values; 310,000 compounds, 0.63% hits;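 active = plate-corrected calcium response at least 3 library SD above typical, normal starting fluorescence, not activating the receptor alone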;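 also: compound read alongside a low EC10 to EC30 dose of BAM8-22 agonist; peak minus trough fluorescence over baseline measured at the second addition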
MrgX1 ag: agonists of human MrgX1 receptor, primary screen, HEK293 cells, Fluo-4 calcium flux | Mas-related G-protein coupled receptor member X1 (Homo sapiens), Q96LB2 | B-score at 10 µM | Fluo-4 calcium fluorescence, agonist mode; hits give high values | 310,000 compounds, 0.44% hits | AID 588627, 2011;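 active = calcium response B-score plate-corrected fluorescence ratio at least 3 library SD, with starting fluorescence B-score inside 5 SD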
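System: HEK293 cells stably expressing human MrgX1 receptor; Dosing: test compound in the initial addition of three; Schedule: overnight plating, then 30 min 37 °C plus 30 min room-temperature dye loading; Detection: kinetic calcium dye fluorescence, Fluo-4 NW; Controls: per-plate positive and negative controls for Z′ factor.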
TRPC6 activator: mouse TRPC6 channel activators, primary screen, cell-based, HEK293, membrane potential dye | B-score at 10 µM | Short transient receptor potential channel 6 (Mus musculus), Q61143 | HEK293-TRPC6 membrane potential dye fluorescence; hits give high values | 310,000 compounds, 0.13% hits;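 active = B-score of the integrated fluorescence ratio above library mean plus 3 SD, and starting fluorescence ratio within library mean plus 5 SD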;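 also: higher score means more depolarization so channel activation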
Target sequence (Q61143 whole entry, looked up): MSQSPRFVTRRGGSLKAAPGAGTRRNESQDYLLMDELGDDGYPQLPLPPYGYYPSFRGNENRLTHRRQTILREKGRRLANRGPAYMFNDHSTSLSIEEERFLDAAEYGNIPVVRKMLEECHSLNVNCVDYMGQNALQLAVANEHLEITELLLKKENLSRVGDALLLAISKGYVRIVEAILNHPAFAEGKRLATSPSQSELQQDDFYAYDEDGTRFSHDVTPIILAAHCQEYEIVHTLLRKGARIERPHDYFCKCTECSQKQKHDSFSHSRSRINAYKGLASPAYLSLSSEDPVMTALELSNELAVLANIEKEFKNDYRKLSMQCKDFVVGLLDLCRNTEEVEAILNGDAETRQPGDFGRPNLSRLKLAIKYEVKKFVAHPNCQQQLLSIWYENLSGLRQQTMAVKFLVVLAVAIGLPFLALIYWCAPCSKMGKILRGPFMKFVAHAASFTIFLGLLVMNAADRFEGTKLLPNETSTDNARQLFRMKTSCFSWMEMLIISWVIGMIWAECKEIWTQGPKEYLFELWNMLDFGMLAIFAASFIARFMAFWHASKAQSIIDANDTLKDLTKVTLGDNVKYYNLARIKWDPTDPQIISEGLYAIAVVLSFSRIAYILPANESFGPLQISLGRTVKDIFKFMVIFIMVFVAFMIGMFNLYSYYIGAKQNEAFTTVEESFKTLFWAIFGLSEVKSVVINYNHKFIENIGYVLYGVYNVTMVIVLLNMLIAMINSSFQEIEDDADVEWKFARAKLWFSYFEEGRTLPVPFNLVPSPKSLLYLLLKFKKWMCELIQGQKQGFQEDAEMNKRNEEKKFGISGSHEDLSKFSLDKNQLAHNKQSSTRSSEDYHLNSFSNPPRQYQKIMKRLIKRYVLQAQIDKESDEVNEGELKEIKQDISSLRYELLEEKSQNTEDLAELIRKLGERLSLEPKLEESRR
MrgX1 antagonist: antagonists of human MrgX1 receptor, primary screen, HEK293 cells, Fluo-4 calcium flux | Mas-related G-protein coupled receptor member X1 (Homo sapiens), Q96LB2 | BAM8-22 antagonism; hits give low values | B-score at 10 µM | 310,000 compounds, 1.3% hits | AID 588676, 2011;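 active = calcium-response B-score plate-corrected more than 3 library SD below zero, starting fluorescence within 5 deviations, no agonist response on first addition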;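 also: peak minus trough fluorescence over baseline after final BAM8-22 challenge near maximal dose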
RGS4 act: RGS4 potentiators or activators, primary screen, cell-based, HEK293 M3R inducible RGS4, calcium flux. 310,000 compounds, 0.92% hits. carbachol calcium flux Fluo4; hits give low values. AID 463111, 2010. B-score at 10 µM;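 active = B-score of the integrated calcium signal more than 4 SD below the library mean, with starting fluorescence not abnormally high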;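 also: negative B-score means reduced calcium response which marks RGS4 activation or potentiation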
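Also added: carbachol at ECmax as muscarinic agonist stimulus; Assay system: HEK293 cells with stable M3R and inducible RGS4; Timing: overnight RGS4 induction, 30 min dye load 37 °C, 20 min compound RT; Measured by: Fluo4-AM (2 µM) calcium-flux fluorescence, kinetic read.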
TRPC4 inh: inhibitors of mouse TRPC4 channel, primary screen, Fluo4 calcium, HEK293 TRPC4beta/mu-opioid cells. Short transient receptor potential channel 4 (Mus musculus), Q9QUQ5. DAMGO-evoked Fluo4 calcium flux; hits give low values. B-score at 10 µM. 300,000 compounds, 0.39% hits. AID 2247, 2010;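 active = B-score over 3 SD under the library average, no early fluorescence shift, positive overall ratio signal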
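Test system – stable TRPC4beta/mu-opioid receptor HEK293 cells · Probe or stimulus – DAMGO, a submaximal dose followed by a maximal one · Dosing – one concentration per compound · Signal – Fluo4 calcium fluorescence by kinetic imaging, 5 s 1 Hz baseline · Evaluation – per-well B score of integrated baseline-normalized Fluo4 ratio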
HIF act: HIF pathway transcriptional activators, primary screen, cell-based, U2OS HRE-luciferase, luminescence. U2OS HRE-luciferase reporter; normalized: DMSO 0%, desferrioxamine 100%. activation, % at 7.5 µM (by protocol). 300,000 compounds, 0.32% hits;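 active = mean activation of at least 10% of the iron chelator positive control signal, with at least half of replicates also reaching 10%; inconclusive = mean and replicate majority disagree about reaching 10%; inactive = mean and most replicates under 10%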
SKKanGAS inh: S. pyogenes SKKanGAS growth inhibitors in kanamycin, primary screen, streptokinase expression inhibitor project, SKKanGAS strain, BacTiter-Glo luminescence. 6 h. inhibition, % at 7.5 µM. 300,000 compounds, 1.3% hits. AID 1662, 2009;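 active = mean replicate score, as percent of positive control median, at least 50; inconclusive = mean below 50 but one replicate at or above 50; inactive = mean and every replicate below 50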;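 also: strain carries kanamycin resistance gene driven by streptokinase promoter and grows in 40 µg/ml kanamycin; loss of luminescence reflects streptokinase promoter inhibition or plain growth inhibition; 0% = median of DMSO wells and 100% = positive control at its reference dose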
RGS4 inh: RGS4 inhibitors, primary screen, cell-based, HEK293 M3R inducible RGS4, calcium flux. B-score at 10 µM. Fluo-4 calcium flux; hits give high values; triggered by carbachol at its EC20. 310,000 compounds, 0.45% hits. Regulator of G-protein signaling 4 (Homo sapiens), P49798;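 active = B-score, a plate-corrected calcium signal, over three deviations above library mean, with baseline fluorescence within five deviations of library mean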;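 also: RGS4 expression induced by doxycycline in cells with stable M3 receptor; B-score is computed from the integrated fluorescence ratio over baseline after carbachol; higher B-score means a larger calcium signal and so more RGS4 inhibition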
TRPC6 inhibitor: mouse TRPC6 channel inhibitors, primary screen, cell-based, HEK293, membrane potential dye; ACh-evoked depolarization; hits give low values; B-score at 10 µM; 310,000 compounds, 1.1% hits; AID 2553, 2010;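 active = B-score under library mean minus 3 SD, initial fluorescence not abnormally high, positive integrated signal ratio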;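 also: B-score derived from integrated fluorescence ratio over the kinetic read; more negative B-score means stronger inhibition of depolarization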
Platelet DG rel: inhibitors of platelet dense granule secretion, primary screen, cell-based, MLPCN, human platelets; human platelet-rich plasma, SFLLRN dense granule ATP release, luminescence; inhibition, %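 (compounds screened at 7.5 µM in platelet-rich plasma)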; 300,000 compounds, 0.22% hits;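 active = mean replicate score, as percent of positive control, at or above 50; inconclusive = mean below 50 but at least one replicate at or above 50; inactive = mean and every replicate below 50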
* = called active by the depositor; i = inactive; ? = inconclusive.

structure	MrgX1 allo act	MrgX1 ag	TRPC6 activator	MrgX1 antagonist	RGS4 act	TRPC4 inh	HIF act	SKKanGAS inh	RGS4 inh	TRPC6 inhibitor	Platelet DG rel
COc1ccccc1-c1nc(S(=O)(=O)c2ccccc2)c(N2CCCCC2)o1	i	i	i	i	i	i	0.0	-1	i	i	0
CN(C)c1ccc2c3c(cccc13)C(=O)N(c1ccccc1)C2=O	i	i	i	i	i	i	-0.9	-2	i	i	-47
CC1CCN(S(=O)(=O)c2cc([N+](=O)[O-])ccc2Cl)CC1	i	i	i	i	i	i	-0.9	13	i	i	11
CCN(CC)C(=O)CSc1nc(-c2ccco2)cc(C(F)(F)F)c1C#N	i	i	i	i	i	i	0.0	34	i	i	-5
O=C(Nc1ccccc1N1CCN(C(=O)c2ccc(Cl)cc2)CC1)c1ccc([N+](=O)[O-])o1	i	i	i	i	i	i	0.0	79*	i	i	-71
CC(=O)COc1cc(C)cc2oc(=O)cc(-c3ccccc3)c12	i	i	i	i	i	i	0.3	-3	i	i	-3
COC(=O)CNC(=O)COC(=O)c1ccc(OC)c([N+](=O)[O-])c1	i	i	i	i	i	i	0.3	7	i	i	-5
C=C(C)COc1ccc(-c2n[nH]c(C)c2-c2ccccc2)c(O)c1	i	i	i	i	i	i	0.4	62*	i	i	1
Cc1cc(C)cc(NC(=O)c2ccc(S(=O)(=O)N(C)CC3CCCO3)cc2)c1 (centres undefined)	i	i	i	i	i	i	-0.4	-6	i	i	11
COCCN(C(=O)COC(=O)CSc1ccc2ccccc2c1)c1c(N)n(Cc2ccccc2)c(=O)[nH]c1=O	i	i	i	i	i	i	-0.9	1	i	i	-4
Cc1cc(C)c(-n2nnnc2SCC(=O)c2cccs2)c(C)c1	i	i	i	i	i	i	-0.4	5	i	i	-5
CCOC(=O)c1cnn(C)c1NC(=O)c1ccc(Cl)cc1Cl	i	i	i	i	i	i	-22	-4	i	i	-26
O=C(Nc1ccc(CN2CCOCC2)cc1)c1ccc2ccccc2c1	i	i	i	i	i	i	2.8	-2	i	i	-9
NC(=O)CCN(C1CCCCC1)S(=O)(=O)c1cccc2nsnc12	i	i	i	i	i	i	0.0	0	i	i	15
CC(=O)c1ccc(N(C)C)cc1	i	i	i	i	i	i	-0.2	2	i	i	-1
COc1ccc(C(c2nnnn2CS(=O)(=O)c2ccc(C)cc2)N2CCN(c3ncccn3)CC2)cc1 (centres undefined)	i	i	i	i	i	i	-1.1	11	i	i	2
CCOC(=O)Cn1c(=O)oc2cc(S(=O)(=O)Nc3cccc(C)c3)ccc21	i	i	i	i	i	i	-0.1	-5	i	i	10
CCC1(C)Cc2ccccc2-c2nc[nH]c(=O)c21 (centres undefined)	i	i	i	i	i	i	0.4	-4	i	i	3
Cc1cc(C)c(S(=O)(=O)Nc2ccc3[nH]c(=O)[nH]c3c2)c(C)c1	i	i	i	i	i	i	0.1	-4	i	i	-4
CCc1ccccc1NC(=S)N(CCc1ccncc1)C(C)C	i	i	i	i	i	i	0.3	2	i	i	1
CC(=O)c1ccc(N2CCN(C(=O)Nc3ccc(C(C)C)cc3)CC2)cc1	i	i	i	i	i	i	-0.9	5	i	i	-3
Cc1nccn1-c1ccc(C=O)cc1	i	i	i	i	i	i	-0.2	2	i	i	12
Nc1cc(N)nc(SCC(=O)N2CCN(S(=O)(=O)c3ccccc3)CC2)n1	i	i	i	i	i	i	0.0	-6	i	i	-14
CN(CC(=O)Nc1cccc(F)c1)C(=O)CCCc1nc2ccccc2c(=O)[nH]1	i	i	i	i	i	i	-0.4	8	i	i	-18
CCc1ccccc1NC(=O)CN1CCC(NC(=O)COC)CC1	i	i	i	i	i	i	-0.2	2	i	i	2
COc1ccc(NCC(=O)Nc2ccccc2C#N)cc1Cl	i	i	i	i	i	i	2.7	3	i	i	12
CC(C)(C)n1nnnc1CN(Cc1ccc(F)cc1)Cc1ccco1	i	i	i	i	i	i	-0.3	3	i	i	-3
Cn1c(SCCOc2ccccc2Cl)nnc1-c1ccncc1	i	i	i	i	i	i	0.1	7	i	i	-1
O=C(c1c(F)c(F)c(F)c(F)c1F)N1CCN(Cc2ccc3c(c2)OCO3)CC1	i	i	i	i	i	i	0.2	5	i	i	-2
O=C(NC1C2CC3CC(C2)CC1C3)C1CC1 (centres undefined)	i	i	i	i	i	i	-0.5	2	i	i	-2
COc1cc(/C=N/NC(=O)C(=O)NCc2ccco2)cc(Cl)c1O	i	i	i	i	i	i	-0.6	-3	i	i	18
Cc1cccc2cc(CNC3CCCC3)c(Cl)nc12	i	i	i	i	i	i	-0.6	-5	i	i	0
Cc1cc(C)c2c(N)c(C(=O)c3ccc(Cl)cc3Cl)sc2n1	i	i	i	i	i	i	-0.4	-6	i	i	4
COc1ccc(-c2ccc3c(N)c(C(=O)c4ccc(OC)c(OC)c4)sc3n2)cc1	i	i	i	i	i	i	-0.4	3	i	i	-3
CCC(O)C1CCN(C(=O)c2cc(COc3ccc4ncccc4c3)on2)CC1 (centres undefined)	i	i	i	i	i	i	0.8	-4	i	i	5
CCCn1nnnc1SCC(=O)NC1CCCC1	i	i	i	i	i	i	-0.6	4	i	i	-10
CCCCOc1ccc(NC(=O)CN2CCN(C(=O)OCC)CC2)cc1	i	i	i	i	i	i	-0.4	-3	i	i	2
O=C(NCCCN1CCCC1)c1ccc2c(c1)N(Cc1ccccc1)CCS2	i	i	i	i	-7.4*	i	-0.4	-10	i	-5.9*	5
CCN(CC)CCN1C(=O)c2oc3ccccc3c(=O)c2C1c1cccc(Br)c1 (centres undefined)	i	i	i	i	i	i	0.0	1	i	i	-3
COC(=O)c1cc(S(=O)(=O)N2CCN(c3cccc(Cl)c3)CC2)c[nH]1	i	i	i	i	i	i	0.1	-9	i	i	7
CCn1cc(C(=O)N2CC=C(c3ccccc3)CC2)c(=O)c2ccc(C)nc21	i	i	i	i	i	i	-0.2	1	i	i	5
COc1cccc(CC(=O)N2CCN(S(=O)(=O)c3ccc(Br)cc3)CC2)c1	i	i	i	i	i	i	-0.2	5	i	i	14
Cc1ccc(S(=O)(=O)NNC(=O)C(=O)NNc2ccccn2)cc1	i	i	i	i	i	i	0.0	3	i	i	2
c1ccc(-n2cnc3cc(NCc4ccco4)ccc32)cc1	i	i	i	i	i	i	5.3	-5	i	i	8
Cc1cc(OCC(=O)Nc2ccc(S(=O)(=O)N3CCN(C)CC3)cc2)cc(C)c1Cl	i	i	i	i	i	i	-0.9	7	i	i	7
COc1ccc(C(=O)N/N=C(\C)CC(=O)N2CCN(C=O)CC2)cc1	i	i	i	i	i	i	1.0	2	i	i	-1
CC1(C)CC2(CC(c3ccc(F)cc3)c3ccc(O)cc3O2)NC(=S)N1 (centres undefined)	i	i	i	i	i	i	0.8	-2	i	i	-4
CCC(=O)N1CCc2cc(S(=O)(=O)Nc3ccc4c(c3)OCCO4)ccc21	i	i	i	i	i	i	-0.2	1	i	i	8
CCOC(=O)C1=NNC(C(=O)c2ccc(Cl)cc2)C1c1ccc(OC)cc1 (centres undefined)	i	i	i	i	i	i	-0.3	3	i	i	-15
CC1Oc2ccccc2C=C1/C=N/Nc1ccc(C(=O)O)cc1 (centres undefined)	i	i	i	i	i	-5*	-0.5	-23	i	i	3

(continued)
structure	MrgX1 allo act	MrgX1 ag	TRPC6 activator	MrgX1 antagonist	RGS4 act	TRPC4 inh	HIF act	SKKanGAS inh	RGS4 inh	TRPC6 inhibitor	Platelet DG rel
O=C(Cc1ccc(Cl)cc1)Nc1ccc(S(=O)(=O)Nc2cnc3ccccc3n2)cc1	i	i	i	i	i	i	0.0	16	i	i	3
O=C(O)CSCC(=O)Nc1cc(C(F)(F)F)ccc1Cl	i	i	i	i	i	i	0.4	-4	i	i	-2
CNC(=S)N(CCc1c(C)[nH]c2ccc(Cl)cc12)Cc1cccs1	i	i	i	i	i	i	-1.5	?	i	i	6
COc1cc(/C=N/NC(=O)C23CC4CC(CC(C4)C2)C3)cc(Br)c1O	i	i	i	i	i	i	-0.4	8	i	i	14
OC1CCCN(Cc2ccccc2)C1 (centres undefined)	i	i	i	i	i	i	-0.5	-7	i	i	7
CC(=O)Nc1ccc(S(=O)(=O)N(Cc2ccccc2)C(C)C)cc1	i	i	i	i	i	i	-0.8	0	i	i	0
Cn1c(SCC(=O)Nc2ccccc2F)nnc1-c1cccnc1	i	i	i	i	i	i	0.4	-4	i	i	4
CN(C)/C=C\C(=C/C(=O)C(F)(F)F)Nc1ccccc1Oc1ccccc1	i	i	i	i	i	i	-0.7	-4	i	i	1
CCC(=O)c1cn(CC(=O)Nc2c(C)cccc2C)c2ccccc12	i	i	i	i	i	i	-0.1	3	i	i	-3
Cc1sc(NC(=O)CS(=O)(=O)c2ccccc2)c(C#N)c1C	i	i	i	i	i	i	1.1	-6	i	i	-5
Cc1cc(/C(N)=N/OC(=O)Nc2cccc(C(F)(F)F)c2)no1	i	i	i	i	i	i	0.1	-1	i	i	0
